# PolyA inhibitor = inhibitors of polyadenylation in S. cerevisiae; S. cerevisiae SKY197-pL101 polyadenylation reporter, beta-gal luminescence; efflux-impaired pdr1/pdr3 knockout yeast; score 100 = 6 SD above DMSO; calls only at 12 µM; actives 0.02% (n = 300,000);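 active means lowest replicate activity score at least 50, where 100 means six control SD above control mean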;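 further: yeast exposed to compound for 9 h at 30 °C; higher score means more reporter readthrough which indicates perturbed polyadenylation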
# KCNK3 inh = human KCNK3 channel inhibition, primary screen; O14649; CHO-KCNK3 thallium flux, FluxOR fluorescence; hits give low values; B-score at 10 µM; actives 0.84% (n = 340,000); AID 602410;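 active means B-score under library mean minus 4 SD, starting fluorescence ratio at most library mean plus 5 SD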;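 further: more negative B-score means stronger inhibition of thallium flux through KCNK3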
# RGS4 act = potentiators or activators of RGS4 | actives 0.92% (n = 310,000) | HEK293 M3R/inducible RGS4, carbachol calcium flux Fluo4; hits give low values | AID 463111 | B-score at 10 µM;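 active means B-score of the integrated calcium signal more than 4 SD below the library mean, with starting fluorescence not abnormally high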;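 further: negative B-score means reduced calcium response which marks RGS4 activation or potentiation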
#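 Test system: HEK293 cells with stable M3R and inducible RGS4; also added: carbachol at ECmax as muscarinic agonist stimulus; schedule: dye loading 30 min 37 °C, buffer rest 30 min RT; technique: kinetic calcium fluorescence imaging with Fluo4-AM dye, 2 µM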
# KCNK9 block = blocks the human KCNK9 two-pore domain potassium channel; Q9NPC2; HEK293 KCNK9, FluxOR thallium flux fluorescence; hits give low values; B-score at 10 µM; actives 1.2% (n = 310,000);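 active means ratio B-score over 3 SD below the library mean, with starting fluorescence within 5 SD of its mean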;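 further: negative B-score means less thallium flux so channel inhibition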
# Target sequence (Q9NPC2 whole entry, looked up, the tested form may be a part): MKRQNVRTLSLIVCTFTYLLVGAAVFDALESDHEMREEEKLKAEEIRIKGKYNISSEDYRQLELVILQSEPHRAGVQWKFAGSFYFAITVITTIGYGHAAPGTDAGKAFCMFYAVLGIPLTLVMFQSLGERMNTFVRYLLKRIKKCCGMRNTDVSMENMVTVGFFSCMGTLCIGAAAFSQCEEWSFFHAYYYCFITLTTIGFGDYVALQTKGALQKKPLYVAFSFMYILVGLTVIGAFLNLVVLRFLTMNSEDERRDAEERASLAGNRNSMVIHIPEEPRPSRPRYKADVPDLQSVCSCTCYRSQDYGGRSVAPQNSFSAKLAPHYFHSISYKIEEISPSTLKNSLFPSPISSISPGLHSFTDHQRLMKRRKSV
# KCNQ1 block = human KCNQ1 channel inhibition; P51787; CHO-K1 KCNQ1, FluxOR thallium flux fluorescence; hits give high values; B-score at 10 µM; actives 1.3% (n = 310,000); AID 2642;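 active means compounds whose thallium flux B-score, printed positive for inhibition, exceeds three library SD while starting fluorescence stays within three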;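 further: channel opened by potassium depolarization with thallium stimulus after 20 min compound exposure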
# KCNQ1 act = potentiates or activates the human KCNQ1 potassium channel; B-score at 10 µM; actives 0.35% (n = 310,000); CHO-K1 KCNQ1, thallium flux FluxOR fluorescence; hits give high values; P51787;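 active means fluorescence ratio B-score, a plate-corrected score, at least three library SD, with initial intensity B-score within 5 SD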
#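 Schedule – 37 °C overnight plating, 90-min dark dye load, 20-min compound pretreatment · System – stable KCNQ1 CHO-K1 line · Probe or stimulus – thallium- and potassium-containing depolarizing buffer · Measured by – kinetic FluxOR fluorescence, 10 s baseline plus 110 s post-stimulus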
# hERG protect = shields human hERG channel from block by proarrhythmic agents; Q12809; CHO-hERG, FluxOR thallium flux, dofetilide IC70 present; activation (rescue from dofetilide block), less the hit threshold, % at 10 µM; actives 0.51% (n = 310,000); AID 1511;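 active means activation above the mean of controls blocked by dofetilide plus 5 SD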;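 further: thallium influx through hERG after potassium depolarization seen as dye fluorescence rise; in these data hits start at about 4.7%; inactives centre near -7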
# HDAC3 inh = human HDAC3 inhibition | recombinant HDAC3, fluorogenic peptide/trypsin coupled, fluorescence | inhibition, % at 8.3 µM | actives 0.15% (n = 320,000) | AID 2718; in the data active means inhibition above about 26%, passing the limit was not always enough
# Target sequence (O15379 whole entry, looked up): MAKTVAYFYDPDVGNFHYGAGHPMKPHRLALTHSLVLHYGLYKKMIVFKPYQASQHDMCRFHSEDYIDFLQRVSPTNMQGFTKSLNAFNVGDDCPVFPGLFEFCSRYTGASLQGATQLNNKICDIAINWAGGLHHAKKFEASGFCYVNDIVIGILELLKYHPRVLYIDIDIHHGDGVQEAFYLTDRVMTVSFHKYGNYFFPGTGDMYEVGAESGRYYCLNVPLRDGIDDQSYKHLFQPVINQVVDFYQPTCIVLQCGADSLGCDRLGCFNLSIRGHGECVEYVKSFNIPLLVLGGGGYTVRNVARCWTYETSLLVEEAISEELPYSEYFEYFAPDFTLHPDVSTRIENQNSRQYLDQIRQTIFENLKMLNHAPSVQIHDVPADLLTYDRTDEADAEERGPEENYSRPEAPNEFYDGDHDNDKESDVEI
# GSK3 alpha inh = inhibitors of human GSK-3 alpha kinase; P49840; ADP-Glo luminescence, 60 min; inhibition, % at 10 µM; actives 0.1% (n = 320,000); AID 2650;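 in the data active means inhibition above about 50%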;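 further: GST-tagged GSK-3 alpha with peptide substrate and 25 µM ATP; 0% = DMSO neutral wells and 100% = GW8510 positive control wells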
# GSK3B inh = inhibitors of human GSK3beta kinase | actives 0.038% (n = 300,000) | P49841 | GST-GSK3beta kinase, ADP-Glo luminescence, 60 min; hits give low values | AID 2097 | activity score (negative = inhibition), % at 10 µM;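 active means more than half of replicate wells score below -50%, meaning over 50% inhibition versus plate controls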;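 further: 0% = median DMSO wells and -100% = median GW8510 positive control wells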
#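 Assay system: GST-tagged human GSK3beta kinase, cell-free; Input: 1.6 ng GSK3beta; Medium: Tris/MgCl2 kinase buffer; Timing: 60 min enzyme reaction, room temperature; Signal: ADP-Glo luminescence quantifying ADP generated by kinase; Evaluation: score relative to plate controls; Benchmarks: DMSO neutral wells and GW8510 at 20 µM as positive.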
# DYRK1A inh = inhibitors of rat Dyrk1A kinase. Q63470. ADP-Glo luminescence, NFATc1 peptide. inhibition, % at 12.5 µM. actives 0.43% (n = 310,000). AID 504441; in the data active means inhibition above about 50%;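 further: plate controls were vehicle with enzyme for no effect and no enzyme for full effect; many of its hits are not listed in these tables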
# * marks the source's active call; other numbers are inactive results; i = inactive; · = no result given; & = joins results of further samples. Only part of the results is shown; rates above refer to the full screens.
1) CCN(CC)c1ccc(NC(=O)CN2CCN(c3ccc(F)cc3)CC2)cc1
2) CC(C)OC(=O)CSc1ncnc2c1cnn2-c1ccccc1
3) CC(=O)Nc1ccc2c(c1)CCCC2
4) O=C(COC(=O)[C@@H]1CCCN1S(=O)(=O)c1ccccc1F)Nc1ccc(OC(F)F)cc1
5) CCOC(=O)c1cc(-c2ccccc2)sc1NC(=O)COC
6) COC(=O)c1c(C)nn(-c2ccccc2)c1-n1cccc1
7) COc1ccc(C(CC(=O)c2ccc(C)cc2)C(C#N)C#N)cc1OC (centres undefined)
8) COc1ccc(C)cc1NC(=O)CC(NC(C)=O)c1ccccc1 (centres undefined)
Screen / compound no.	1	2	3	4	5	6	7	8
GSK3B inh	-5.0	0.0	3.6	1.5	-1.1	-0.4	-1.1	-1.5
KCNK3 inh	i	i	i	i	i	i	i	i
GSK3 alpha inh	-1.3	-1.6	-0.2	1.6	3.8	-0.9	-2.9	1.0
PolyA inhibitor	i	i	i	i	i	i	i	i
KCNK9 block	i	i	i	i	i	i	i	i
RGS4 act	i	i	i	i	i	i	i	i
KCNQ1 act	i	i	i	i	i	i	i	i
hERG protect	-5.7	-2.7	0.1	-10.9	-11.3	-3.2	-15.2	-11.0
HDAC3 inh	1.8	·	-1.9	1.2	6.5	-2.5	-0.8	3.6
DYRK1A inh	-0.6	·	-3.7	-0.2	-0.3	6.4	1.3	·
KCNQ1 block	i	i	i	i	i	i	i	i

9) COc1ccc(Br)cc1/C=N/NC(=O)c1ccco1
10) O=c1c2ccccc2nc(/C=C/c2c[nH]c3ccccc23)n1-c1ccc([N+](=O)[O-])cc1
11) Cc1ccccc1NC(=O)C(=O)NNC(=O)COc1ccc2ccccc2c1
12) O=[N+]([O-])c1ccc(/C=N/Nc2nc(N3CCCCC3)nc(N3CCCCC3)n2)o1
13) O=[N+]([O-])c1ccc(SCCc2ccncc2)cc1
14) COc1ccc(Cl)cc1C(=O)C1CCCN(Cc2cnc(N3CCOCC3)s2)C1 (centres undefined)
15) CC(=O)Nc1ccc(OC(=O)Cc2ccc(Cl)cc2)cc1
16) Cc1oc(-c2cccs2)nc1CN1CC[C@@](O)(c2ccccc2)[C@H]2CCCC[C@@H]21
Screen / compound no.	9	10	11	12	13	14	15	16
GSK3B inh	-0.9	-1.9	-0.2	0.9	0.8&-14.3	-2.5	1.4	-2.0
KCNK3 inh	i	i	i	i	i	i	i	i
GSK3 alpha inh	-1.4	1.5	-1.9	0.6	-1.9&16.2	-1.9	-1.1	-0.8
PolyA inhibitor	i	i	i	i	i	i	i	i
KCNK9 block	i	i	i	i	i	i	i	i
RGS4 act	i	i	i	i	i	i	i	i
KCNQ1 act	i	i	49*	i	i	i	i	i
hERG protect	2.1	-3.3	28.7*	-9.0	-5.5&-0.9	-11.9	-4.2	-18.9
HDAC3 inh	2.1	-7.6	1.1	-2.4	-0.8&-2.5	8.3	-3.0	-9.1
DYRK1A inh	-5.1	-4.6	2.5	-1.7	0.8	-2.9	3.4	3.2
KCNQ1 block	i	i	i	i	i	i	i	i

17) CC1CC(Nc2ccccc2)=CC(=O)O1 (centres undefined)
18) c1ccc(-c2nc3c(ccc4ccccc43)[nH]2)nc1
19) O=C(NCC(O)c1ccccc1)c1ccccc1 (centres undefined)
20) O=C(CSc1nc2nccnc2c(=O)n1Cc1cccs1)Nc1ccccc1
21) O=C(NC1CCCCC1)C(c1ccccc1F)N(Cc1ccco1)C(=O)c1ccccn1 (centres undefined)
22) O=C(CCCc1ccccc1)NCc1ccc2c(c1)OCO2
23) CSCCC(NC(=O)COc1ccccc1)C(=O)NCCOc1ccc(C)cc1 (centres undefined)
24) COC(=O)c1ccc(C(=O)OC)c(NC(=S)N2CCN(C)CC2)c1
Screen / compound no.	17	18	19	20	21	22	23	24
GSK3B inh	2.8	-2.7	2.8	-4.6	1.0	2.5	1.9	-1.1
KCNK3 inh	i	i	i	i	i	i	i	i
GSK3 alpha inh	1.9	-4.0	-1.2	-2.2	-0.2	-2.6	·	-2.2
PolyA inhibitor	i	i	i	i	i	i	i	i
KCNK9 block	i	i	i	i	i	i	i	i
RGS4 act	i	i	i	i	i	i	i	i
KCNQ1 act	i	i	i	i	i	i	i	i
hERG protect	-10.5	-17.6	-5.5	-12.6	-6.8	-3.5	-4.3	-7.0
HDAC3 inh	0.7	-12.1	-3.7	4.4	8.6	13.5	-3.8	0.9
DYRK1A inh	8.5	23.0	1.5	-4.6	-10.5	13.9	-1.7	4.2
KCNQ1 block	i	i	i	i	i	i	i	i

25) Cc1ccc(S(=O)(=O)N2c3ccccc3OCC2c2ccccc2)cc1 (centres undefined)
26) Cn1cc(Cl)cc(C(=O)Nc2ccccc2)c1=O
27) CC(=O)Nc1cccc(OCC(=O)NCCC2=CCCCC2)c1
28) Cc1nc(C)c(NC(=O)OC(C)C)cc1NC(=O)OC(C)C
29) N#Cc1c(N)n[nH]c1-c1cc2c([nH]1)CCCC2
30) COc1cc(CC(=O)OCC(=O)N2CCCCC2C)cc(OC)c1OC (centres undefined)
31) O=C(Nc1nc2ccc([N+](=O)[O-])cc2s1)c1ccncc1
32) CCCCNCc1ccc(SC)cc1
Screen / compound no.	25	26	27	28	29	30	31	32
GSK3B inh	1.3	-1.7	0.4	0.4	-0.5	-0.6	2.0	-2.8
KCNK3 inh	i	i	i	i	i	i	i	i
GSK3 alpha inh	0.1	1.5	1.7	·	16.1	2.1	1.2	-0.5
PolyA inhibitor	i	i	i	i	i	i	i	i
KCNK9 block	i	i	i	i	i	i	i	i
RGS4 act	i	i	i	i	i	i	i	i
KCNQ1 act	i	i	i	i	i	i	i	i
hERG protect	-12.2	-2.8	-12.4	-5.6	-4.6	-6.9	-6.8	-12.5
HDAC3 inh	-3.3	0.5	-1.4	4.4	3.0	10.1	-5.5	0.8
DYRK1A inh	0.0	-1.5	-3.4	-6.8	-3.8	-6.3	7.8	·
KCNQ1 block	i	i	i	i	i	i	i	i

# Reprinted from the part before: 4 compounds, followed by the next part.
29) N#Cc1c(N)n[nH]c1-c1cc2c([nH]1)CCCC2
30) COc1cc(CC(=O)OCC(=O)N2CCCCC2C)cc(OC)c1OC (centres undefined)
31) O=C(Nc1nc2ccc([N+](=O)[O-])cc2s1)c1ccncc1
32) CCCCNCc1ccc(SC)cc1
33) Cc1ccc(NC(=O)N/C=C/c2ccco2)cc1C
34) COc1cc2c(cc1OC)C(C)N(S(=O)(=O)c1cn(C)cn1)CC2 (centres undefined)
35) O=S(=O)(N/N=C/c1cccc(OC2CSC2)c1)c1ccccc1
36) CCN(CC)C(=O)CC(c1ccc(OC)cc1)c1c(OC)cc(OC)c2ccc(=O)oc12 (centres undefined)
37) CCN(CC(=O)NCc1ccccn1)S(=O)(=O)c1ccc(OC)cc1
38) COc1ccc(CN2C(=O)c3cccnc3C2=O)cc1S(=O)(=O)N1CCOc2ccccc21
39) COc1ccccc1-c1ccc(/C=C2\C=CC(=O)O2)o1
40) Cc1cccc(-c2noc(-c3ccoc3C)n2)c1
Screen / compound no.	29	30	31	32	33	34	35	36	37	38	39	40
GSK3B inh	-0.5	-0.6	2.0	-2.8	0.9	1.7	-3.5	-2.1	2.3	2.2	2.1	0.6
KCNK3 inh	i	i	i	i	i	i	i	i	i	i	i	i
GSK3 alpha inh	16.1	2.1	1.2	-0.5	-1.6	-1.2	-2.2	-0.3	-0.5	-1.1	-0.3	5.3
PolyA inhibitor	i	i	i	i	i	i	i	i	i	i	i	i
KCNK9 block	i	i	i	i	i	i	i	i	i	i	i	i
RGS4 act	i	i	i	i	i	i	i	i	i	i	i	i
KCNQ1 act	i	i	i	i	i	i	i	i	i	i	i	i
hERG protect	-4.6	-6.9	-6.8	-12.5	-16.7	-5.8	-10.6	-10.9	-7.8	-10.1	-8.4	-12.5
HDAC3 inh	3.0	10.1	-5.5	0.8	12.1	1.9	4.4	0.3	-2.4	-7.4	3.2	3.9
DYRK1A inh	-3.8	-6.3	7.8	·	-6.8	·	20.6	1.7	-2.0	·	9.1	-0.7
KCNQ1 block	i	i	i	i	i	i	i	i	i	i	i	i

41) COc1ccc(CN(C)C2c3ccccc3-c3ccccc32)cc1
42) Cc1onc(C(=O)Nc2cccnc2Cl)c1[N+](=O)[O-]
43) OCCC1CN(Cc2ccc3c(c2)CCO3)CCN1C1CCCC1 (centres undefined)
44) O=C(Nc1cccc(Br)c1)c1cc(S(=O)(=O)N2CCOCC2)cs1
45) O=C(c1ccco1)N1CCN(c2ccc([N+](=O)[O-])cc2Cl)CC1
46) CCC(C)Nc1nc(N)c([N+](=O)[O-])c(NCCO)n1 (centres undefined)
47) CCCOC1CCCN(C(=O)c2cc(COc3cncc(Cl)c3)on2)C1 (centres undefined)
48) O=C(CCCNC(=O)c1ccc(Cl)cc1)Nc1ncccc1O
Screen / compound no.	41	42	43	44	45	46	47	48
GSK3B inh	-11.2	3.3	1.2	5.1	1.0	-1.0	-0.9	-0.2
KCNK3 inh	i	i	i	i	i	i	i	i
GSK3 alpha inh	2.1	·	1.1	-1.2	-3.7	72.6*	·	-1.4
PolyA inhibitor	i	i	i	i	·	i	i	i
KCNK9 block	i	i	i	i	i	i	i	i
RGS4 act	i	i	i	i	i	i	i	i
KCNQ1 act	i	i	i	i	i	i	i	i
hERG protect	-7.2	-5.0	-6.8	-7.5	-16.2	-6.4	-6.3	-8.3
HDAC3 inh	6.6	-1.7	-2.8	7.1	·	1.3	·	16.7
DYRK1A inh	-0.2	-2.8	7.3	12.1	2.3	13.3	4.5	4.2
KCNQ1 block	i	i	i	i	i	i	i	i

49) Cc1c[nH]c2cccc(OCC(CNC(C)(C)C)OC(=O)c3ccccc3)c12 (centres undefined)
50) COc1ccc(C2=NN(C(C)=O)CC2c2cccc([N+](=O)[O-])c2)cc1 (centres undefined)
51) CCOC(=O)c1sc2ncn(/N=C/c3ccc(O)c(OC)c3)c(=O)c2c1C
52) O=C(/C=C/c1ccc(Cl)cc1)Nc1ccc(N2CCOCC2)cc1
Screen / compound no.	49	50	51	52
GSK3B inh	-3.4	0.4	-3.4	4.4
KCNK3 inh	i	i	i	i
GSK3 alpha inh	0.9	-0.8	-1.1	-1.2
PolyA inhibitor	i	i	i	i
KCNK9 block	i	i	i	i
RGS4 act	i	i	i	i
KCNQ1 act	i	i	i	i
hERG protect	-9.2	-8.9	-4.9	-9.3
HDAC3 inh	-2.9	5.7	-3.0	-2.0
DYRK1A inh	-5.4	-3.4	7.0	·
KCNQ1 block	i	i	i	i
